Abeta rescue – A-beta toxicity reversal in yeast; AID 1347071; Potency, µM (top dose mostly 46.1 µM), inactives show top-dose growth rescue, hits mostly activators; yeast expressing A-beta42, growth rescue, OD600, 48 h; response scale: 0% DMSO, 100% iron-clioquinol control; 0.063% of 410,000 active; note: potency is the fitted concentration of half-maximal effect; nearly all actives have a fitted effect of over 55% in size
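Yeast growth medium received pinned compounds, then yeast cells expressing toxic A-beta were added; plates incubated at 30 C for 48 hr. Growth read as absorbance at 600 nm, normalized to DMSO and equimolar FeCl3 plus clioquinol controls.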
FUS yeast rescue – rescues growth of FUS-expressing yeast; S. cerevisiae FUS-expressing, growth rescue, OD600, 24 h; Potency, µM (titrated, usually from 76.6 µM), inactives show at the top dose growth rescue (activation), hits mostly activators; 0.24% of 390,000 active; AID 1347120;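 note: potency is the fitted concentration of half-maximal effect; plate controls were DMSO vehicle for no effect and reference control for full effect; nearly all actives have a fitted effect of over 55% in size; some results filed as inactive show a strong effect at the top dose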
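Restored growth of FUS-toxic S. cerevisiae, read as 600 nm absorbance after 24 h at 30C in galactose medium (starting OD 0.005). Controls CP55940 and DMSO.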
aSyn rescue – rescues yeast growth from alpha-synuclein toxicity. Yeast expressing alpha-synuclein, growth rescue, BacTiter-Glo, 24 h. Potency, µM (titrated, usually from 46.1 µM), inactives show at the highest dose growth rescue (activation), most hits filed as activators. 0.14% of 370,000 active. AID 652106; note: potency is the fitted concentration of half-maximal effect; % of control where 0% means no effect; nearly all actives have a fitted effect of over 65% in size
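Screening used galactose-induced yeast with toxic alpha-synuclein levels, exposed to compound for 24 hr at 30 deg C. Cell growth, read with BacTiter-Glo luminescence, gave the measured signal.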
EPAC1 antag – antagonists of human EPAC1 | O95398 | EPAC1 GEF assay, Rap1b-BODIPY-GDP exchange fluorescence | Potency, µM (top dose mostly 115 µM), for the others: at the highest dose activity change, negative = inhibition, usual class: inhibitors | 0.14% of 360,000 active | AID 720709;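 note: potency is the fitted concentration of half-maximal effect; plate controls were vehicle for no effect and positive control for full effect; nearly all actives have a fitted effect of over 50% in size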
Target sequence (O95398 whole entry, looked up): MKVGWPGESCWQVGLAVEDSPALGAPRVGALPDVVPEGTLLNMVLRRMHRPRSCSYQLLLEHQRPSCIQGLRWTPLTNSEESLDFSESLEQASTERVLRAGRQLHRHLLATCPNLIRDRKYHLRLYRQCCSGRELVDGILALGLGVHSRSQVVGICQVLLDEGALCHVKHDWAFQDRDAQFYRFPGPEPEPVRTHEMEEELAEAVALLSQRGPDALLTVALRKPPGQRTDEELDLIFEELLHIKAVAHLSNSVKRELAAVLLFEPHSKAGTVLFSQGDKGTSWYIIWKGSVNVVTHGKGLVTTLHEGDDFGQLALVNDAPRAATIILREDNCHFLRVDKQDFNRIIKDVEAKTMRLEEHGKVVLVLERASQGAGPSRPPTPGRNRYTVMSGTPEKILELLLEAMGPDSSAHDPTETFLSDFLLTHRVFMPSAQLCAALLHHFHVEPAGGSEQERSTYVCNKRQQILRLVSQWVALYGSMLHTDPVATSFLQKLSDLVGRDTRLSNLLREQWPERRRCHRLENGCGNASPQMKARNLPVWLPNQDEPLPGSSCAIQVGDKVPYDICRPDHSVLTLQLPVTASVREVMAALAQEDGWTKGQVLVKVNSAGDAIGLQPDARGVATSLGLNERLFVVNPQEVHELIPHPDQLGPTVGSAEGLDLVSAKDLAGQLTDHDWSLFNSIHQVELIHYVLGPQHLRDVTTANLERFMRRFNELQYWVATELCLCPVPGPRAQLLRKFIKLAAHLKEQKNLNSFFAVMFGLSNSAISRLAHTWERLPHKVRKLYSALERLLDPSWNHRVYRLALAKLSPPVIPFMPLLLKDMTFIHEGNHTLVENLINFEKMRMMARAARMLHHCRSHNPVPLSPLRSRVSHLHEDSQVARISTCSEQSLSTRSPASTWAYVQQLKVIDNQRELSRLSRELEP
IL2 activator – activators of IL-2; IL-2 activation reporter assay, cell-based qHTS; stimulated with anti-CD3/CD4/CD28 beads; in transgenic mouse T cells; activation, % (series mostly up to about 46 µM); 0.065% of 360,000 active; AID 652025; in the data active = activation above about 50%; inconclusive = mostly about 30% to 49%; note: 0% is about no effect
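Unstimulated transgenic mouse T cells; 60-min compound exposure; bead-based TCR/CD4/CD28 stimulation; 18 h culture, 37 degrees C; dual fluorescence (EGFP, DsRed) plate cytometry.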
EPAC1 ag – EPAC1 (human) agonism | O95398 | EPAC1 agonist qHTS, biochemical assay; response scale: 100% = response to 6.5 mM cAMP | Potency, µM (titrated, usually from 154 µM), without a hit: top-dose activation, usual class: activators | 0.073% of 360,000 active | AID 720707; note: potency is the fitted concentration of half-maximal effect; nearly all actives have a fitted effect of over 60% in size
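Nucleotide exchange assay: 100 nM EPAC1 with 250 nM Rap1B loaded with BODIPY-GDP and 50 uM GDP, room temperature. Fluorescence (480/540 nm) read every 5 min for 30 min; signal change normalized to 6.5 mM cAMP as full agonist.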
PI5P4Ka inh – blocks human PI5P4K alpha kinase activity | P48426 | PI5P4Kalpha enzyme, ADP-Glo luminescence, 60 min; stronger effect = lower value | max response, % | 1.2% of 330,000 active | AID 652105; active = max response of -50% or lower; inconclusive = between -30% and -50%; inactive = -30% or higher; note: value at the top dose of about 77 µM; % is set by controls: 0 for no effect and ±100 for the full control effect
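Reactions run in 0.038 M HEPES pH 7.4, 0.28 mM EGTA, 0.1% CHAPS and 5% DMSO, with PI5P4Kalpha, substrate, compound and 5 microM ATP final, one hour at room temperature. Readout is ADP-Glo luminescence.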
WRN inhibitor – WRN helicase (human) inhibition. Q14191. WRN helicase unwinding, fluorescent forked duplex, kinetic. Potency, µM (titrated, usually from 114 µM), without a hit: top-dose activity change, negative = inhibition, most hits filed as inhibitors. 0.46% of 360,000 active. AID 651768; note: potency is the fitted concentration of half-maximal effect; % is set by controls: 0 for no effect and ±100 for the full control effect; nearly all actives have a fitted effect of over 55% in size
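Primary qHTS, 1536-well format. 20 nM WRN + compound, 15 min RT; start with 100 nM forked fluorophore/quencher duplex, 2 mM ATP (final); kinetic read ex 525/em 598 nm.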
PLK1 PBD block – blocks phosphopeptide binding to human PLK1 polo-box domain. P53350. Plk1 PBD binding of FITC phosphopeptide, fluorescence polarization. Potency, µM, for inactives: max response, negative = inhibition, most hits filed as inhibitors. 2.8% of 360,000 active; note: potency is the fitted concentration of half-maximal effect; series mostly up to about 57 µM; % is set by controls: 0 for no effect and ±100 for the full control effect; nearly all actives have a fitted effect of over 65% in size
* = called active by the depositor; [ ] = remark or other dose. Unless noted, calls come from the whole dose curve; as a rule, active = well fitted curve in the direction sought with a large enough effect; inconclusive = small, poorly fitted or top-dose-only effect, or another doubt; inactive = no such curve, though single readings can be large; an effect the other way counts as inactive or inconclusive.

How did COc1cc(O)c(C(CC(=O)N2CCCC2)c2ccc3c(c2)OCO3)c(OC)c1 (stereo unspecified) do in these assays?
Abeta rescue: -8.2%; FUS yeast rescue: 17.9%; aSyn rescue: 7.5%; EPAC1 antag: 5.9%; IL2 activator: -0.4; EPAC1 ag: -2.9%; PI5P4Ka inh: 2.7; WRN inhibitor: 5.9%; PLK1 PBD block: -12.1%

How did O=C(CCCN1C(=O)c2cccc3cccc(c23)C1=O)OCC(=O)N1CCCCC1 do in these assays?
Abeta rescue: -8.9%; FUS yeast rescue: 12.4%; aSyn rescue: 4.2%; EPAC1 antag: 17.7%; IL2 activator: -2.4; EPAC1 ag: -4.2%; PI5P4Ka inh: -1.8; WRN inhibitor: 11.2%; PLK1 PBD block: -1.0%

What do the screens show for `NC(=O)Cn1cc(C(=O)c2cccs2)c2ccccc21`?
Abeta rescue: 12.2%; FUS yeast rescue: -4.9%; aSyn rescue: 2.7%; EPAC1 antag: -0.5%; IL2 activator: 0.5; EPAC1 ag: -0.5%; PI5P4Ka inh: -2.0; WRN inhibitor: -3.6%; PLK1 PBD block: -1.3%

How did c1ccc(-c2cnc(-c3ccccn3)nn2)cc1 do in these assays?
Abeta rescue: -41.0%[inhibitor]; FUS yeast rescue: -8.2%; aSyn rescue: 24.6%; EPAC1 antag: 13.3%; IL2 activator: -0.1; EPAC1 ag: 4.0%; PI5P4Ka inh: -12.8; WRN inhibitor: 6.0%; PLK1 PBD block: -1.9%

Results for CC1CCN(C(=O)C2Cc3ccccc3CN2S(=O)(=O)c2ccc(F)cc2)CC1 (stereo unspecified) ?
Abeta rescue: -2.2%; FUS yeast rescue: 10.9%; aSyn rescue: 6.2%; EPAC1 antag: -10.3%; IL2 activator: -0.6; EPAC1 ag: -2.0%; PI5P4Ka inh: 12.0; WRN inhibitor: 2.1%; PLK1 PBD block: -13.3%

Results for CCOC(=O)c1csc(NC(=O)CSc2nnc(C3CC3)n2C)n1 ?
Abeta rescue: -6.8%; FUS yeast rescue: 18.5%; aSyn rescue: 2.2%; EPAC1 antag: 2.6%; IL2 activator: -2.4; EPAC1 ag: 5.5%; PI5P4Ka inh: -15.4; WRN inhibitor: -3.5%; PLK1 PBD block: 26.7µM*

What do the screens show for `O=C(c1cc(C2CC2)nn1-c1ccccc1)N1CCN(S(=O)(=O)c2ccccc2)CC1`?
Abeta rescue: 4.1%; FUS yeast rescue: 16.8%; aSyn rescue: -2.3%; EPAC1 antag: 3.9%; IL2 activator: -3.0; EPAC1 ag: 8.9%; PI5P4Ka inh: 0.5; WRN inhibitor: 1.9%; PLK1 PBD block: -5.4%

What do the screens show for `O=C(NCc1cccnc1)C(=O)Nc1nc(-c2ccccc2)cs1`?
Abeta rescue: -17.5%; FUS yeast rescue: -12.0%; aSyn rescue: 1.5%; EPAC1 antag: 0.7%; IL2 activator: 1.2; EPAC1 ag: -4.9%; PI5P4Ka inh: -3.8; WRN inhibitor: -3.0%; PLK1 PBD block: -4.7%

Results for CCOc1ccccc1OCCOc1ccccc1OC(C)C ?
Abeta rescue: 4.2%; FUS yeast rescue: -2.5%; aSyn rescue: 1.6%; EPAC1 antag: 1.4%; IL2 activator: -0.3; EPAC1 ag: 2.0%; PI5P4Ka inh: 9.4; WRN inhibitor: -0.2%; PLK1 PBD block: -0.7%

Results for CC(C)CN1C=C2C(=O)C(C)(OC(=O)C3CCCC3)C(=O)C=C2C=C1c1ccsc1 (stereo unspecified) ?
Abeta rescue: -0.5%; FUS yeast rescue: inconclusive; aSyn rescue: 5.3%; EPAC1 antag: 9.8%; IL2 activator: 0.0; EPAC1 ag: -5.1%; PI5P4Ka inh: -27.0; WRN inhibitor: 0.9%; PLK1 PBD block: inconclusive

Results for NC(=O)CSc1nnc(-c2cccnc2)n1Cc1ccccc1 ?
Abeta rescue: 3.4%; FUS yeast rescue: -3.0%; aSyn rescue: -2.6%; EPAC1 antag: -4.5%; IL2 activator: 0.0; EPAC1 ag: 11.8%; WRN inhibitor: -3.4%; PLK1 PBD block: -9.2%

What do the screens show for `COc1ccc(/C=C(\C#N)C(=O)NC(C)c2ccccc2)cc1O` (stereo unspecified)?
Abeta rescue: inconclusive; FUS yeast rescue: 7.2%; aSyn rescue: 26.6%; EPAC1 antag: -4.8%; IL2 activator: 1.7; EPAC1 ag: 4.3%; PI5P4Ka inh: 8.9; WRN inhibitor: -16.7%; PLK1 PBD block: -9.1%

What do the screens show for `COc1ccc(N2CCN(c3nccs3)CC2)cc1`?
Abeta rescue: -8.8%; FUS yeast rescue: 8.2%; aSyn rescue: 7.8%; EPAC1 antag: 3.9%; IL2 activator: -0.1; EPAC1 ag: -3.9%; PI5P4Ka inh: 0.1; WRN inhibitor: -0.5%; PLK1 PBD block: -0.9%

How did Cc1cc(C)n(-c2ccc(C(=O)O)cc2)n1 do in these assays?
Abeta rescue: 6.3%; aSyn rescue: 2.8%; EPAC1 antag: -2.9%; IL2 activator: -0.2; EPAC1 ag: 2.9%; PI5P4Ka inh: 1.7; WRN inhibitor: -5.5%; PLK1 PBD block: -4.7%

What do the screens show for `CCN(CC(=O)Nc1ccc(NC(C)=O)cc1)C(=O)c1cc(C)on1`?
Abeta rescue: -11.4%; FUS yeast rescue: 5.3%; aSyn rescue: -1.1%; EPAC1 antag: -0.5%; IL2 activator: -0.3; EPAC1 ag: 6.0%; PI5P4Ka inh: 1.4; WRN inhibitor: -11.1%; PLK1 PBD block: -5.4%

How did CC(C/C=N/NC(=O)COc1cc(Cl)ccc1Cl)c1ccccc1 (stereo unspecified) do in these assays?
Abeta rescue: -4.3%; FUS yeast rescue: 8.4%; aSyn rescue: -7.4%; EPAC1 antag: -19.1%; IL2 activator: -0.6; EPAC1 ag: 20.5%; PI5P4Ka inh: -1.6; WRN inhibitor: -12.5%; PLK1 PBD block: 0.0%

What do the screens show for `CC(=O)Nc1ccc(S(=O)(=O)NCCC(=O)NNC(=O)c2ccccc2O)cc1`?
Abeta rescue: 14.0%; aSyn rescue: 0.5%; EPAC1 antag: 1.6%; IL2 activator: -0.3; EPAC1 ag: 0.8%; PI5P4Ka inh: -1.0; WRN inhibitor: -16.2%; PLK1 PBD block: 0.6%

What do the screens show for `COc1ccc(Nc2ncnc3ccc(Br)cc23)cc1OC`?
Abeta rescue: -12.7%; FUS yeast rescue: -3.8%; aSyn rescue: 3.7%; EPAC1 antag: -15.0%; IL2 activator: -0.2; EPAC1 ag: 11.6%; PI5P4Ka inh: 0.0; WRN inhibitor: -4.0%[57.1 µM]; PLK1 PBD block: -12.2%

What do the screens show for `O=C(NC(=S)Nc1nc(-c2ccc(Br)cc2)cs1)c1ccco1`?
Abeta rescue: 0.3%; FUS yeast rescue: -7.8%; aSyn rescue: 0.8%; EPAC1 antag: 12.0%; IL2 activator: 1.3; EPAC1 ag: -2.5%; PI5P4Ka inh: -0.7; WRN inhibitor: -16.4%; PLK1 PBD block: -3.9%

What do the screens show for `Cc1ccc(S(=O)(=O)NCCN=C(CN2CCCC2)NS(=O)(=O)c2ccc(C)cc2)cc1`?
Abeta rescue: -3.1%; FUS yeast rescue: 19.1%; aSyn rescue: 0.1%; EPAC1 antag: -3.0%; IL2 activator: -1.3; EPAC1 ag: 13.3%; WRN inhibitor: 0.5%; PLK1 PBD block: -8.9%

Compounds from the list above containing bromine (2):
What do the screens show for `COc1ccc(Nc2ncnc3ccc(Br)cc23)cc1OC`?
Abeta rescue: -12.7%; FUS yeast rescue: -3.8%; aSyn rescue: 3.7%; EPAC1 antag: -15.0%; IL2 activator: -0.2; EPAC1 ag: 11.6%; PI5P4Ka inh: 0.0; WRN inhibitor: -4.0%[57.1 µM]; PLK1 PBD block: -12.2%

What do the screens show for `O=C(NC(=S)Nc1nc(-c2ccc(Br)cc2)cs1)c1ccco1`?
Abeta rescue: 0.3%; FUS yeast rescue: -7.8%; aSyn rescue: 0.8%; EPAC1 antag: 12.0%; IL2 activator: 1.3; EPAC1 ag: -2.5%; PI5P4Ka inh: -0.7; WRN inhibitor: -16.4%; PLK1 PBD block: -3.9%

Next entries
How did CN(CCC#N)C(=O)COC(=O)/C=C/c1ccc2c(c1)OCO2 do in these assays?
Abeta rescue: 9.8%; FUS yeast rescue: 19.4%; aSyn rescue: 0.4%; EPAC1 antag: 10.2%; IL2 activator: 0.3; EPAC1 ag: 17.1%; PI5P4Ka inh: 6.2; WRN inhibitor: -3.8%; PLK1 PBD block: -6.9%

Results for COCCn1c(=O)sc2ccccc2c1=O ?
Abeta rescue: -17.8%; FUS yeast rescue: 1.7%; aSyn rescue: 2.0%; EPAC1 antag: 2.7%; IL2 activator: 0.0; EPAC1 ag: 10.9%; PI5P4Ka inh: -29.6; WRN inhibitor: inconclusive; PLK1 PBD block: 2.99µM*

Results for c1ccc2c(-c3nc(C4CCCCC4)no3)cc(-c3ccncc3)nc2c1 ?
Abeta rescue: 13.4%; FUS yeast rescue: 21.5%; aSyn rescue: 10.7%; EPAC1 antag: -3.8%; IL2 activator: -1.2; EPAC1 ag: 6.8%; WRN inhibitor: -14.1%; PLK1 PBD block: -3.4%

What do the screens show for `COc1ccc(-c2csc(N3CCN(C(=O)c4ccccc4)CC3)n2)cc1`?
Abeta rescue: -3.0%; FUS yeast rescue: 22.0%; aSyn rescue: 2.8%; EPAC1 antag: -3.1%; IL2 activator: -2.1; EPAC1 ag: 13.1%; WRN inhibitor: -4.9%; PLK1 PBD block: 0.1%

Results for COC(=O)c1sc(N)nc1CCNC(=O)OC(C)(C)C ?
Abeta rescue: -2.8%; FUS yeast rescue: -12.6%; aSyn rescue: inconclusive; EPAC1 antag: 3.5%; IL2 activator: 0.2; EPAC1 ag: 5.8%; PI5P4Ka inh: -0.3; WRN inhibitor: 0.0%; PLK1 PBD block: -4.4%

What do the screens show for `O=C(CSc1nccn1-c1ccc(F)cc1)NCc1ccc(F)cc1`?
Abeta rescue: 14.4%; FUS yeast rescue: 9.9%; aSyn rescue: 0.4%; EPAC1 antag: 9.5%; IL2 activator: 0.6; EPAC1 ag: -0.1%; PI5P4Ka inh: 2.1; WRN inhibitor: -4.0%; PLK1 PBD block: -12.6%
